NR2F2 inh – NR2F2 transcriptional activity inhibitors, primary screen, cell-based, luciferase reporter, HEK293T, luminescence | HEK293T NGFI-A luciferase reporter | inhibition, % at 8.6 µM | hit rate 0.7% among 370,000 | COUP transcription factor 2 (Homo sapiens), P24468;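 active = inhibition above a per-plate cutoff, mean inhibition of test wells between control levels plus 3 SD, cut at about 38% in these data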;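 note: cells cotransfected with COUP-TFII expression vector driving the NGFI-A reporter; 0% = median of COUP-TF2 test wells and 100% = reporter-only cells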
SRC2 inh – inhibition of GAL4-SRC2 driven luciferase reporter, primary screen, SRC2 inhibitor project, cell-based, luminescence. Nuclear receptor coactivator 2 (Homo sapiens), Q15596. HEK293 GAL4-SRC2 luciferase reporter. inhibition, % at 9 µM. hit rate 0.17% among 370,000. AID 651957, 2012;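 active = inhibition above the mean inhibition of all tested compounds plus 3 SD, set per campaign, cut at about 52% in these data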;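 note: 0% = DMSO treated cells and 100% = cells given Gossypol at 36 µM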
An asterisk follows results filed as active. The list is partial; rates above refer to the full screens.

SMILES | NR2F2 inh | SRC2 inh
Cc1c(C)n(Cc2ccc(-c3ccccc3C(=O)O)cc2)c2ccc(C(=O)N[C@@H](C)c3ccc([N+](=O)[O-])cc3)cc12 | -8.5 | -11.1
Nc1nc(O)c(N=Nc2ccc(S(N)(=O)=O)cc2)c(=O)[nH]1 | 9.9 | -9.8
CCC(=O)N1CCN(c2ccc(-n3c(=O)ccc4cnc5ccc(-c6cnc7ccccc7c6)cc5c43)cc2C(F)(F)F)CC1 | 11.8 | 4.0

Complete entries as entered above. Order of screens: NR2F2 inh | SRC2 inh
Record of Nc1nc(O)c(N=Nc2ccc(S(N)(=O)=O)cc2)c(=O)[nH]1 = 9.9 | -9.8
Record of Cc1c(C)n(Cc2ccc(-c3ccccc3C(=O)O)cc2)c2ccc(C(=O)N[C@@H](C)c3ccc([N+](=O)[O-])cc3)cc12 = -8.5 | -11.1

Bioassay records from PubChem BioAssay.
